TexasRed fluor = Texas Red fluorescence interference in TRb-SRC2 counter-screen | TRb/SRC2 Texas Red total fluorescence interference | AID 1479 | Potency, µM (top dose mostly 106 µM), without a hit: top-dose fluorescence change, negative = quenching | hit rate 0.29% among 280,000; active = well fitted curve in either direction with a large enough effect; inconclusive = small, poorly fitted or top-dose-only effect
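Human TRb ligand-binding domain at 0.6 uM with 20 nM Texas Red SRC2 peptide in Tris buffer containing 1 uM T3 and 5% DMSO, incubated with compound 5 h at ambient temperature. Total fluorescence (555/632 nm) calculated as parallel + 2 × perpendicular.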
TRb-SRC2 inh = TRbeta-SRC2 interaction inhibition; TRbeta-SRC2 peptide binding, fluorescence polarization; receptor liganded with 1 µM T3; Potency, µM (doses to about 106 µM), for the others: top-dose activity change, negative = inhibition, usual class: inhibitors; P10828; hit rate 0.065% among 280,000;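 note: plate controls were bound peptide for no effect and peptide without receptor for full effect; nearly all actives have a fitted effect of over 50% in size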
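Polarization signal, normalized between peptide-alone and full complex controls, measured compound effects on T3-liganded human TRb LBD (0.6 uM) binding 20 nM Texas Red SRC2 peptide after 5 hr.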
ALDH1A1 inh = blocks purified human ALDH1A1 activity; Potency, µM (doses to about 75.3 µM), inactives show top-dose activity, negative = inhibition, hits mostly inhibitors; P00352; AID 1030; Purified ALDH1A1, NADH fluorescence, propionaldehyde substrate; hit rate 7.3% among 220,000; active = well fitted inhibition curve with a large enough effect, not every such curve was filed as active; inconclusive = small, poorly fitted or top-dose-only effect, or another doubt; inactive = no such curve, though single readings can be large or run the other way;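 note: plate controls were no enzyme wells and a reference inhibitor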
Target sequence (P00352 whole entry, looked up): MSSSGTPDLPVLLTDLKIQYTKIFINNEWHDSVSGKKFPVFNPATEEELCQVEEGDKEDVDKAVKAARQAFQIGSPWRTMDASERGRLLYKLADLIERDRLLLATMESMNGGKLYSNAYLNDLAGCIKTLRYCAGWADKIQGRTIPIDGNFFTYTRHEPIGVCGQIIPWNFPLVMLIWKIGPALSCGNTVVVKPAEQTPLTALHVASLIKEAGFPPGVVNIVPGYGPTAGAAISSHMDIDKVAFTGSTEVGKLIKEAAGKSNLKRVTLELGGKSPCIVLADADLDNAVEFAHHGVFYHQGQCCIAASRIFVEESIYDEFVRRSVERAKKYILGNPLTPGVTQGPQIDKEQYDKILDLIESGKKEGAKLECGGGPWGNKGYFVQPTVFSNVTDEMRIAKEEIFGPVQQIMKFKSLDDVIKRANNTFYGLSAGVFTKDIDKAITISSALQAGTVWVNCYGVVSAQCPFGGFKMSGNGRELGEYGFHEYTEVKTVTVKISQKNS
Tau FP inhib = blocks human tau fibril formation measured by polarization. hit rate 0.39% among 280,000. Potency, µM (top dose mostly 57.7 µM), without a hit: at the highest dose activity, negative = inhibition, hits mostly inhibitors. P10636. K18 P301L tau heparin fibrillization, Alexa594 FP, 6 h. AID 1468; note: nearly all actives have a fitted effect of over 55% in size
Target sequence (P10636 561-689 P618L limits assumed): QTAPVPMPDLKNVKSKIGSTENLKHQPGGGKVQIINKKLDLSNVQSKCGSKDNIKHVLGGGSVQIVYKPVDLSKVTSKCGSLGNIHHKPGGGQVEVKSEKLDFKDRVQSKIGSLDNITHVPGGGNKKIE
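Quantitative HTS format: compounds meet 15 uM recombinant K18 P301L tau and Alexa 594-tau tracer in 100 mM sodium acetate pH 7; 20 uM heparin triggers fibrillization at 37 C over 6 hr; FP gives the signal.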
L3MBTL1 inh = inhibitors of human L3MBTL1. Q9Y468. AlphaScreen L3MBTL1–H3K9me1 peptide binding. hit rate 0.66% among 230,000. AID 485360. Potency, µM (highest dose often 57.1 µM), without a hit: top-dose activity, negative = inhibition, most hits filed as inhibitors; note: nearly all actives have a fitted effect of over 60% in size
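L3MBTL1 (50 nM) pre-complexed 30 min with biotinylated H3(1-15)K9me1 peptide (75 nM), then compounds added for 30 min at room temperature; AlphaScreen streptavidin donor/nickel chelate acceptor beads (10 ug/mL final) read after 30 min dark incubation.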
GLA spleen mod = inhibits or activates alpha-galactosidase in human spleen homogenate; human spleen homogenate, 4MU-alpha-Gal fluorescence, 40 min; Potency, µM (top dose mostly 80 µM), for the others: at the highest dose activity change, negative = inhibition, usual class: inhibitors; hit rate 0.008% among 240,000; AID 2107;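 note: 0% = enzyme with vehicle and -100% = no enzyme basal signal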
Target sequence (P06280 32-429 limits assumed): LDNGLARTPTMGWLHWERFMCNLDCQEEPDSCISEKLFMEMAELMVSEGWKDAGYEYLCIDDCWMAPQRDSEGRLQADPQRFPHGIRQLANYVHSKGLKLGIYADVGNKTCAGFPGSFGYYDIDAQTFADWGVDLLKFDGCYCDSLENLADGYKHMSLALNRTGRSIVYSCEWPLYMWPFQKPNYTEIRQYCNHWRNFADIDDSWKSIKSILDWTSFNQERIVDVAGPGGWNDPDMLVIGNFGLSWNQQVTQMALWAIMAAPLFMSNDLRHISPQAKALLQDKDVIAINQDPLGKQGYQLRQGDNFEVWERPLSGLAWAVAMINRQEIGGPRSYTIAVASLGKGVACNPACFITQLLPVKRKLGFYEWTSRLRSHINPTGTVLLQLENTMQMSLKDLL
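Fluorogenic readout (Ex 365/Em 440 nm) of 4-methylumbelliferone released from 1 mM 4-MU-alpha-galactoside by spleen homogenate, 40 min at 37C, pH 5.0. Data normalized to no-enzyme and enzyme controls; Hill-equation AC50 from compound titrations.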
Tau fluor cs = counter-screen for tau fibril formation inhibitors | AID 1463 | Potency, µM (top dose mostly 57.7 µM), without a hit: at the top dose activity change, negative = decrease | hit rate 0.93% among 280,000 | tau K18 P301L Alexa594 fluorescence, heparin fibrillization; note: nearly all actives have a fitted effect of over 55% in size
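Human K18 P301L tau (15 uM unlabeled plus 0.24 uM Alexa 594-labeled, final) in 100 mM sodium acetate pH 7 was mixed with compound and 20 uM heparin and incubated 6 hr at 37 C.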
Tau fibril ThT = inhibitors of human tau fibril formation, thioflavin T binding; P10636; recombinant tau K18 P301L (four-repeat tau fragment), heparin-induced fibrillization, ThT fluorescence; Potency, µM (titrated, usually from 57.4 µM), for the others: at the highest dose activity, negative = inhibition, actives largely listed as inhibitors; hit rate 2.1% among 270,000; AID 1460; note: nearly all actives have a fitted effect of over 55% in size
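K18 P301L tau (15 uM + 0.24 uM Alexa 594-tagged), heparin 20 uM, NaOAc pH 7, 6 h 37 C; ThT 30 uM, 1 h RT, ex 450/em 510 nm.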
* hit, by the source's call; ? = inconclusive; . = not tested or not shown; [ ] = dose if it differs, or a comment. Unless noted, calls come from the whole dose curve; as a rule, active = well fitted curve in the direction sought with a large enough effect; inconclusive = small, poorly fitted or top-dose-only effect, or another doubt; inactive = no such curve, though single readings can be large; an effect the other way counts as inactive or inconclusive. Unless noted, % is set by controls: 0 for no effect and ±100 for the full control effect; potency is the fitted concentration of half-maximal effect.

SMILES	TexasRed fluor	TRb-SRC2 inh	ALDH1A1 inh	Tau FP inhib	L3MBTL1 inh	GLA spleen mod	Tau fluor cs	Tau fibril ThT
COc1ccc(-c2cc(C(F)(F)F)nc(-n3nc(C(F)(F)F)cc3C)n2)cc1	6%	-3%	.	?	.	.	-17%	-10%
Cn1ncc2c(=O)n(/N=C/c3ccccc3)cnc21	-2%	3%	-6%	-2%	0%	9%	1%	1%
Cc1ccc2c(c1C)NC(=O)C2(O)CC(=O)c1ccc2c(c1)OCO2 (stereo not given)	-2%	-5%	?	6%	.	6%	0%	-19%
CC1(C)CN(c2ccccc2)N(Cc2ccc(F)cc2)C1=O	0%	3%	-6%	-2%	13%	-2%	5%	2%
COc1ccc(OC)c(C2CC(=O)c3c([nH]c(C(=O)OC(C)C)c3C)C2)c1 (stereo not given)	1%	-18%	-5%	-1%	.	-1%	-13%	-5%
Cc1ccc(-c2c(C)n3c4c(=O)n(C)c(=O)n(C)c4nc3n2CCO)cc1	-1%	2%	.	-5%	.	.	2%	-8%
CC(C)CCn1c(=O)c2ccccc2c2ccccc2c1=O	-1%	8%	?	-17%	.	7%	-18%	-18%
O=C1NC(=S)N/C1=C/c1cccc([N+](=O)[O-])c1	-7%	-2%	-1%	2%	2%	10%	-16%	?
CCc1cc2c(CN3CCN(CC)CC3)cc(=O)oc2cc1O	-1%	-10%	?	-2%	.	?	-2%	-9%
Cc1ccc(/C=N/N2CCCCC2)o1	1%	-5%	2%	-11%	.	5%	-9%	-11%
O/N=C1\CCc2cc(Cl)ccc21	-1%	-4%	10%	1%	0%	13%	-6%	-8%
CCc1nc(SCC(=O)N2CCN(c3ccccc3)CC2)c2oc3ccccc3c2n1	-3%	1%	?	5%	2%	0%	-21%	?
COCCCNC(=O)/C(C#N)=C1\N=C(NC(=O)c2cccs2)c2ccccc21	-7%	0%	4µM*	?	-22%	3%	?	?
Cc1nnc(SCC(=O)NC(=O)NC(C)C)s1	0%	0%	3%	-7%	3%	-5%	1%	-4%
CC(=O)Nc1ccc(NC(=O)C/C(C)=N/NC(N)=S)cc1	-2%	-12%	22µM*	-5%	9%	-7%	-4%	-5%
Cc1ccc(S(=O)(=O)NC(N)=NCCc2ccc(Cl)cc2)cc1C	-2%[53 µM]	1%[53 µM]	24%	-7%	-16%	1%	10%	21%
CCC(C)NCC(=O)Nc1ccc(S(N)(=O)=O)cc1 (stereo not given)	0%	-2%	9%	1%	?	5%	6%	6%
CCOc1ccc(NC(=O)c2cn3c4c(ccc(Cl)c4c2=O)OC(C)C3)cc1 (stereo not given)	-19%	-5%	.	-5%	.	.	9%	-2%
COc1c(C)cc(Br)cc1C(=O)NCc1cccnc1	-1%	-7%	0%	6%	5%	-7%	9%	3%
CS(=O)(=O)N1CCN(c2ccccc2NC(=O)c2ccc([N+](=O)[O-])o2)CC1	-1%	-6%	?	15%	1%	-1%	-11%	-15%
Cc1cc2oc(C(=O)Nc3cccnc3)c(C)c2cc1C	-2%	-12%	10%	-3%	.	-2%	-4%	-10%
CC1CC(C)CN(C/C=C/c2ccccc2[N+](=O)[O-])C1 (stereo not given)	-5%	3%	2%	3%	-6%	1%	-12%	-11%
CC(C)NC(=O)COC(=O)/C=C/c1ccc(F)cc1	-2%	1%	0%	8%	-6%	5%	2%	-1%
CC(C)(C)NC(=O)CN(Cc1cccs1)C(=O)CNS(=O)(=O)c1ccccc1	0%	3%	23%	3%	.	0%	-7%	-6%
CCOC(=O)c1c(-c2cccs2)csc1NC(=O)CC(C)C	2%	-16%	?	-7%	.	-4%	-11%	-11%
COCc1cc(=O)n2[nH]c(SCc3ccccc3)nc2n1	0%	-21%	10%	6%	.	-11%	-2%	-5%
NNC(=O)c1cc2sccc2s1	1%	1%	2.5µM*	0%	7%	-7%	-5%	-12%
O=C(CSc1ccc2ccccc2c1)Nn1cnnc1	2%	1%	2%	4%	.	5%	-1%	-8%
CCc1ccccc1NNC(=O)c1cc(C)on1	-1%	-3%	7%	0%	10%	8%	-11%	-7%
COc1ccc2c(c1)c(C(=O)N/N=C/c1ccc(Br)cc1)c(C)n2C	3%	1%	.	?	7%	-1%	-11%	?
Cc1cc2nc(N(Cc3cccnc3)C(=O)c3ccc(Cl)s3)sc2cc1C	1%	0%	.	1%	.	.	-1%	-5%
COc1ccccc1-n1cnc2cc(NCc3ccccn3)ccc21	0%	-5%	-4%	9%	?	-3%	-8%	-11%
C=CCn1c(SCC2=C(C(=O)OCC)C(C)NC(=O)N2)nnc1C1CCCCC1 (stereo not given)	-8%	3%	-5%	-6%	7%	5%	0%	-3%
CCCCC1CCC(C(=O)N2CC(=O)Nc3ccc(Cl)cc3C2c2ccc(F)cc2)CC1 (stereo not given)	0%	1%	.	-5%	.	.	-14%	-14%
Cc1ccc(C)n1C1CCS(=O)(=O)C1 (stereo not given)	-2%	4%	2%	-13%	1%	8%	-4%	?
CCn1c(O)c(/C=N/N=C2CCCC2)c2ccc(C3=NNC(=O)CC3)cc21	-4%	4%	?	-11%	12%	-2%	-14%	?
CCCCn1c(=O)[nH]c(=O)c2c1nc(CN1C(=O)c3ccccc3S1(=O)=O)n2CCC	0%	-11%	?	3%	?	-4%	7%	-8%
CC(C)c1ccc(NC(=O)Cn2nnc(C(=O)NCc3ccc(Cl)cc3)c2N)cc1	-4%	1%	.	-14%	.	.	-4%	0%
Nc1ccnn1Cc1ccc(Br)s1	-3%	0%	-12%	7%	5%	1%	-5%	0%
COc1ccc(N2CCN(C(=O)CCS(=O)(=O)c3cc4c(cc3Cl)NC(=O)CO4)CC2)cc1	-29%	3%	.	-16%	.	.	-19%	7%
CCC(=O)NC(Cc1ccccc1)c1ccc2c(c1)OCCCO2 (stereo not given)	0%	4%	-4%	1%	3%	2%	1%	2%
Cc1nc2sc(C(=O)Nc3ccccc3Cc3ccccc3)c(C)c2c(=O)[nH]1	-7%	-5%	5%	-4%	56%[activator]	6%	-1%	5%
CC(=O)c1sc(N/N=C\c2cccc(Br)c2)nc1C	-1%[53 µM]	-3%[53 µM]	25µM*	5%	-2%	1%	13%	14%
CC(C)[C@H](NC(=O)OCc1ccccc1)C(=O)OCC(=O)Nc1c(F)cccc1F	-6%	0%	-6%	0%	-10%	12%	-9%	-1%
COCCn1c(=O)[nH]c(=O)c2c(C(F)(F)F)cc(-c3cccs3)nc21	5%	1%	?	2%	5%	?	0%	-7%

Next part, overlapping the part above by 5 compounds.
SMILES	TexasRed fluor	TRb-SRC2 inh	ALDH1A1 inh	Tau FP inhib	L3MBTL1 inh	GLA spleen mod	Tau fluor cs	Tau fibril ThT
CCC(=O)NC(Cc1ccccc1)c1ccc2c(c1)OCCCO2 (stereo not given)	0%	4%	-4%	1%	3%	2%	1%	2%
Cc1nc2sc(C(=O)Nc3ccccc3Cc3ccccc3)c(C)c2c(=O)[nH]1	-7%	-5%	5%	-4%	56%[activator]	6%	-1%	5%
CC(=O)c1sc(N/N=C\c2cccc(Br)c2)nc1C	-1%[53 µM]	-3%[53 µM]	25µM*	5%	-2%	1%	13%	14%
CC(C)[C@H](NC(=O)OCc1ccccc1)C(=O)OCC(=O)Nc1c(F)cccc1F	-6%	0%	-6%	0%	-10%	12%	-9%	-1%
COCCn1c(=O)[nH]c(=O)c2c(C(F)(F)F)cc(-c3cccs3)nc21	5%	1%	?	2%	5%	?	0%	-7%
COc1ccc(N2C(=O)N(Cc3ccc(C)cc3)c3ccccc3S2(=O)=O)cc1	-3%	2%	8%	-13%	-3%	1%	-21%	0%
CCCC(C)C(=O)Nc1ccc(S(=O)(=O)Nc2nccc(C)n2)cc1 (stereo not given)	0%	-3%	1%	1%	-2%	-7%	-8%	-9%
COc1ccc(CCCc2nnc(SCC(=O)Nc3ccc(C)cc3)o2)cc1	-4%	6%	.	?	.	.	-9%	-8%
COc1cccc(OCC(=O)O)c1	-1%	4%	5%	7%	9%	6%	3%	6%
COCc1cc(C)nc(SCC(=O)Nc2cccc(C)c2C)c1C#N	-5%	-6%	-1%	?	1%	1%	4%	-9%
Cn1ccnc1SCC(=O)Nc1ccc2c(c1)OCO2	1%	4%	14µM*	6%	?	-5%	-7%	?
CN(C)c1ccc(N=Nc2nc3ccccc3n2C)cc1	-2%	6%	.	?	.	-9%	13µM*[quencher]	0.5µM*
NCCC[C@@H](CC(=O)N[C@@H]1CCNC[C@H]1C(=O)N[C@H](CC(=O)N[C@@H](CCC(=O)O)CC(=O)O)Cc1ccccc1)NC(=O)C[C@H](Cc1c[nH]c2ccccc12)NC(=O)[C@@H]1CNCC[C@H]1N	-1%	-6%	6%	?	.	-7%	-13%	-10%
Cc1nn(CC(=O)Nc2ccccn2)c(C)c1Br	-2%	2%	10%	-8%	-4%	-9%	-12%	-11%
Cc1cc(C)c(S(=O)(=O)N2CCCOC2CNC(=O)C(=O)NCc2ccncc2)c(C)c1 (stereo not given)	0%	-5%	9%	-11%	9%	0%	0%	0%
Cc1ccc(N2C(=O)CS(=O)(=O)C23C(=O)N(Cc2ccc(Cl)cc2)c2ccccc23)cc1C (stereo not given)	2%	5%	.	-14%	.	.	-16%	-15%
Cc1ccc(C(C)C)c(OCCSc2nc(-c3ccccc3F)nc3cc(=O)[nH]n23)c1	-2%	5%	.	-12%	.	.	-22%	?
COc1ccc(OC)c(C2C(C(=O)N3CCCCC3)=C(C)Nc3nc4ccccc4n32)c1 (stereo not given)	-20%	2%	.	9%	.	.	-12%	-1%
O=c1c2ccccc2nc2n1C1(CCCCC1)Cc1ccccc1-2	1%	8%	?	1%	.	9%	-27%	?
Fc1ccc(N=C2NN=C(c3cc(F)ccc3F)CS2)cc1	?	-5%	?	?	0%	-4%	?	13µM*
CC(=O)Nc1ccc(NC(=O)Nc2ccc(C)cc2C)cc1	-3%	1%	-3%	5%	-6%	-7%	5%	0%

Screening results: PubChem, National Center for Advancing Translational Sciences (NCATS)
